HP1b chromo inh: HP1-beta chromodomain-methylated histone interaction inhibition; P83916; AID 540317; Potency, µM (doses to about 114 µM), without a hit: top-dose activity change, negative = inhibition, hits mostly inhibitors; AlphaScreen HP1-beta / biotin-H3K9me3 peptide binding; 390,000 compounds, 0.56% hits; further: potency means the concentration at half of the fitted maximal effect; nearly all actives have a fitted effect of over 70% in size; inactives centre near 23
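HP1-beta protein (50 nM final) preincubated 30 min at room temperature with biotinylated H3(1-18)K9me3 peptide (50 nM) in PBS pH 7.4, 0.01% Tween-20, then compound added for 30 min. AlphaScreen streptavidin donor/nickel chelate acceptor beads (10 ug/mL final), 30 min dark, luminescence read.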
ALOX12 inh: blocks human arachidonate 12S-lipoxygenase | Potency, µM (highest dose often 108 µM), for inactives: top-dose activity change, negative = inhibition, actives largely listed as inhibitors | 580,000 compounds, 1.1% hits | purified 12hLO, xylenol orange hydroperoxide absorbance | P18054; further: potency means the concentration at half of the fitted maximal effect; on the % scale 0 is the no-effect control and ±100 the full control effect
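Hydroperoxide product was detected by ferrous iron/xylenol orange as the 573 to 405 nm absorbance ratio. Arachidonic acid at 40 uM (final) was turned over for 30 min at room temperature by 150 nM human 12hLO, pH 7.0 Hepes buffer, after 15 min compound preincubation.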
G9a inh: blocks human histone lysine methyltransferase G9a; G9a H3K9 monomethylation, AlphaScreen, 2 h; Q96KQ7; AID 504332; Potency, µM (top dose mostly 102 µM), for inactives: at the highest dose activity, negative = inhibition, actives largely listed as inhibitors; 350,000 compounds, 8.8% hits; further: potency means the concentration at half of the fitted maximal effect; on the % scale 0 is the no-effect control and ±100 the full control effect; nearly all actives have a fitted effect of over 75% in size
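Using a bead-based AlphaScreen, monomethylated H3K9 product from 2 h room-temperature reactions (G9a 20 nM, peptide 500 nM, SAM 20 uM) was detected with 0.5 ug/mL rabbit anti-H3K9me1 antibody.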
RGS4 inh: inhibitors of human regulator of G protein signaling 4; P49798; Transcreener GDP fluorescence polarization, RGS4-accelerated GTP hydrolysis; Potency, µM (series often up to 114 µM), without a hit: top-dose activity change, negative = inhibition, most hits filed as inhibitors; 390,000 compounds, 0.039% hits; AID 504845; further: potency means the concentration at half of the fitted maximal effect; on the % scale 0 is the no-effect control and ±100 the full control effect; nearly all actives have a fitted effect of over 75% in size; some results filed as inactive show a strong effect at the top dose
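MLSMR compounds (23 nl, pin-transferred) preincubated 10 min at room temperature with a 500nM (2x) first reagent, then RGS4 at 900nM (2x) plus Transcreener GDP mix added; fluorescence polarization (620/688 nm) read before and after 90 min at 30 °C.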
ERG Ets-DNA blk: blocks human ERG Ets domain binding to DNA | AID 624246 | Potency, µM (titrated, usually from 76.9 µM), for inactives: top-dose FP activity, negative = inhibition, actives largely listed as inhibitors | 370,000 compounds, 0.028% hits | fluorescence polarization, His-ERG Ets domain / labelled DNA; active means well fitted inhibition curve with a large enough effect in the polarisation, with a control signal flat; inconclusive means small, poorly fitted or top-dose-only effect, or effect the other way, or a change in a side signal; inactive means no such curve, though single readings can be large or run the other way; the % refers to the polarisation;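 further: polarization taken with two DNA probes labelled with fluorescein and Texas red; potency means the concentration at half of the fitted maximal effect; % of control where 0% means no effect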
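His-tagged ERG Ets domain (1 uM in the protein solution; 300mM KCl, 50mM Tris-HCl, 1mM EDTA, 1mM DTT, pH 7.5) received compound, then a probe mix of 5 nM fluorescein-DNA and 100nM Texas-615-DNA. Fluorescence polarization was read for both dyes.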
JMJD2A Tudor: inhibitors of human JMJD2A Tudor domain; O75164; AlphaScreen JMJD2A-Tudor / H3K4me3 peptide binding; Potency, µM (titrated, usually from 114 µM), inactives show at the top dose activity change, negative = inhibition, usual class: inhibitors; 390,000 compounds, 4.4% hits; further: potency means the concentration at half of the fitted maximal effect; on the % scale 0 is the no-effect control and ±100 the full control effect; nearly all actives have a fitted effect of over 50% in size
Target sequence (O75164 whole entry, looked up, the tested form may be a part): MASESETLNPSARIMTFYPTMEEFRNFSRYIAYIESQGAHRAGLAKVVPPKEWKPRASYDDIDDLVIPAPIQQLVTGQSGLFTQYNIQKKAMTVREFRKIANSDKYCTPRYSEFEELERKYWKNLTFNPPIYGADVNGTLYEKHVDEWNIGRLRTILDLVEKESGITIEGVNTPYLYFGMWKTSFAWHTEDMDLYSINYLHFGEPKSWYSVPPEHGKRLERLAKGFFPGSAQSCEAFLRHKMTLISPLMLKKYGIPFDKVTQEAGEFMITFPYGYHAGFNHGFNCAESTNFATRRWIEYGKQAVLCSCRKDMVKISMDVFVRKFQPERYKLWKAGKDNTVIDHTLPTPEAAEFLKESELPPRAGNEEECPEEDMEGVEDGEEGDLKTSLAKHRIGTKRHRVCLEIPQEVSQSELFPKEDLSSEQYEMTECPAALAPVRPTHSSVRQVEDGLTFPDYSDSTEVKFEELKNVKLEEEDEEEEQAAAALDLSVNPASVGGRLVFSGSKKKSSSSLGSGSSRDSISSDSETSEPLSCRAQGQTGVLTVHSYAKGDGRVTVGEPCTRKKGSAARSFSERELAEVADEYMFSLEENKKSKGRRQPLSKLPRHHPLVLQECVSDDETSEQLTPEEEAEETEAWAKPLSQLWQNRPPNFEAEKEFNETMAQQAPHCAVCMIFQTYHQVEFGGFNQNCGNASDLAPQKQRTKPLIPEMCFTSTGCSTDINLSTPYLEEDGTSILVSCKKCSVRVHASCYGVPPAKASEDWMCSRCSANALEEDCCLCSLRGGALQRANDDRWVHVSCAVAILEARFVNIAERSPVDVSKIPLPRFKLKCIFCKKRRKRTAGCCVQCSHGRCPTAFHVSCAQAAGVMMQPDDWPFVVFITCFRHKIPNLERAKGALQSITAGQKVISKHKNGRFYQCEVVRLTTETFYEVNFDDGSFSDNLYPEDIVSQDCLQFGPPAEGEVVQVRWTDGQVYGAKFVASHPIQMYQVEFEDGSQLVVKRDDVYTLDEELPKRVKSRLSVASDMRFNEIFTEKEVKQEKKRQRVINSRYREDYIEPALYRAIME
GLS inh: inhibitors of human glutaminase (GLS); O94925; GLS enzymatic activity, qHTS titration; Potency, µM (top dose mostly 45.5 µM), without a hit: at the top dose activity change, negative = inhibition, most hits filed as inhibitors; 410,000 compounds, 0.21% hits; AID 624170; further: potency means the concentration at half of the fitted maximal effect; on the % scale 0 is the no-effect control and ±100 the full control effect
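Coupled fluorescence readout: glutamate oxidase/HRP/Amplex Red detect glutamate formed by hKGA from L-glutamine (1 mM solution added). Buffer 45 mM KH2PO4 pH 8.2, 0.02% Tween-20; reads at t0 and 30 min RT.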
PI4K2A block: PI4K2A (human) kinase inhibition. 420,000 compounds, 0.13% hits. activity change, negative = inhibition, % at 76.9 µM. Q9BTU6. purified PI4K2A, ADP-Glo luminescence, 1 h; hits give low values; in the data active means activity change below about -50%; inconclusive means mostly about -30% to -49%;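 further: -100% = wells without enzyme as full effect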
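ADP-Glo luminescence measured ADP generated by PI4K2A enzyme (4 ug/mL before mixing) with 1.2 mM PI substrate (pre-mix) and 300 microM ATP (pre-mix). Tris pH7.5 buffer with MgCl2, Triton X-100; 1 h reaction at ambient temperature.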
BAZ2B inh: inhibitors of human BAZ2B bromodomain; AlphaScreen BAZ2B-H3K14Ac peptide displacement; Q9UIF8; Potency, µM (highest dose often 114 µM), inactives show at the highest dose activity change, negative = inhibition, actives largely listed as inhibitors; 360,000 compounds, 4.4% hits; further: potency means the concentration at half of the fitted maximal effect; on the % scale 0 is the no-effect control and ±100 the full control effect; nearly all actives have a fitted effect of over 60% in size
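AlphaScreen luminescence quantifies BAZ2B engagement of H3K14Ac peptide; the protein and biotinylated peptide are both at 50 nM final, buffer PBS pH 7.4 with 0.01% Tween-20, all steps at room temperature.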
Numbers without * were called inactive; ? = inconclusive; · = not tested or not shown; & = joins results of further samples; [ ] = dose if it differs, or a comment. Unless noted, the call rests on the fitted dose curve; in most records, active means well fitted curve in the direction sought with a large enough effect; inconclusive means small, poorly fitted or top-dose-only effect, or another doubt; inactive means no such curve, though single readings can be large; an effect the other way counts as inactive or inconclusive.

canonical_smiles,HP1b chromo inh,ALOX12 inh,G9a inh,RGS4 inh,ERG Ets-DNA blk,JMJD2A Tudor,GLS inh,PI4K2A block,BAZ2B inh
O=C1C2C(c3cccc(/C=C/c4ccccc4)c3)CC=CC2C(c2ccc(C(F)(F)F)cc2)N1Cc1ccccc1 (stereo not drawn),25%&22%,-5%,12%[12.7 µM],-5%&27%,1%,-17%&-16%,-1%,0,-1%
COc1cccc(NC(=O)N2CCCC(C(=O)NC3CCCCC3C)C2)c1 (stereo not drawn),30%[57 µM],9%,10%,-21%,-6%,8%,0%,-2,-17%
Cc1ccc(OCc2cc(C(=O)N(C)CCc3ccccn3)no2)cc1C,23%,-2%,61%[activator][59 µM],-13%,-29%,-8%,0%,-3,-39%
COc1ccc(CNC(=O)CCC2N=C3c4ccccc4N=C(SCc4cccc(F)c4)N3C2=O)cc1 (stereo not drawn),73%[activator],-27%,-4%[59 µM],?,0%,-28%,27%,-1,6%
COCCSc1ccccc1C(=O)Nc1nnc(C)s1,15%,11µM*,?,-15%,·,-3%,-1%,2,12%
CCCCOc1ccc(C(=O)NCC(=O)OC2CCOC2=O)cc1 (stereo not drawn),67%[activator],11%,1%[59 µM],-12%,-3%,-16%,-1%,-5,?
COc1cccc(C(=O)Nc2ccc(NC(=O)c3ccco3)c(Cl)c2)c1,24%,-13%,-6%[59 µM],-38%,-1%,-18%[57.1 µM],-12%,-13,-7%
O=C(NC1CCCC1)c1ccc(CS(=O)Cc2ccccc2Cl)o1 (stereo not drawn),57%[activator],8%,?,1%,5%,-1%,-10%,9,0%
CCc1ccccc1NC(=O)C1CCN(S(C)(=O)=O)CC1,51%[activator],75%[activator],·,-12%,6%,-6%,-12%,5,·
Cc1nn(C(C)C(=O)N2CCN(c3ccc(Cl)cc3)CC2)c(=O)c2cc3occc3n12 (stereo not drawn),-11%,-21%,?,10%,0%,?,9%,-2,?
CC1CCc2c(sc(NC(=O)C3c4ccccc4Oc4ccccc43)c2C(N)=O)C1 (stereo not drawn),23%,-16%,1%[59 µM],-27%,-14%,-16%,0%,-2,9%
OCCC1CN(Cc2cc(F)ccc2-n2cccn2)CCN1Cc1ccc(F)cc1 (stereo not drawn),18%,-2%,14%[59 µM],5%,-5%,-5%,6%,-1,-12%

The list continues:
canonical_smiles,HP1b chromo inh,ALOX12 inh,G9a inh,RGS4 inh,ERG Ets-DNA blk,JMJD2A Tudor,GLS inh,PI4K2A block,BAZ2B inh
CCOC(=O)C1CCN(C(=O)C2CCCCC2)CC1,28%,-21%,6%[59 µM],15%,-6%,6%,-3%,2,6%
COc1cc(C(=O)NCc2cccnc2)ccc1OCC(=O)Nc1cccc(C(F)(F)F)c1,5%,6%,14%,6%,-6%,-17%,1%,0,8%
COC(=O)/C(C#N)=C/c1c(N2CCCCCC2)nc2ccccn2c1=O,-4%,-7%,27%,0%,-4%,-29%,-5%,2,?
Cc1ccc(N2C(=O)C3C(c4ccccc4)N4CCCN4C3(C)C2=O)cc1 (stereo not drawn),43%[activator],-20%,7.9µM*,0%,1%,-5%,-2%,-1,-8%
O=C(c1ccc(=O)[nH]n1)N1CCN(S(=O)(=O)c2ccc(C(F)(F)F)cc2)CC1,31%,231%[activator],4%[12.7 µM],-6%,15%,-5%,-6%,-3,3%
Cc1cc(=O)[nH]c(SCC(=O)NC2CCCCCCC2)n1,47%[activator],140%[activator],·,-2%,9%,2%,-5%,6,·
CN(C(=O)c1cc(-c2ccccc2O)on1)c1ccccc1,9%,-17%,-7%[59 µM],-4%,6%,-33%,43%[activator],-2,-17%
CC(C)CNC(=S)N(CCN(C)C)Cc1cc2cc3c(cc2[nH]c1=O)OCCO3,22%,?,·,-1%,12%,-27%,2%,8,-3%
C/C(N)=C(/C#N)C(=O)CSc1nnc(SCc2ccc(Cl)cc2)s1,27%&-4%,-55%&0%,4%[12.7 µM],-9%,15%&3%,-17%,-10%&-18%,-2&-10,-6%
Cc1ccc(-n2c(O)cnc2Nc2nc(C)cc(C)n2)cc1,9%,?,48%[12.7 µM],-14%,·,?,-2%,-3,-37%
Cn1c(=O)c2nc(Cl)c(-c3ccccc3)nc2n(C)c1=O,26%,-4%,-9%[59 µM],-24%,·,-12%,-5%,-3,0%
O=C(CSc1ccccn1)Nc1nc2c(ccc3ccccc32)s1,36%,-10%,13%[59 µM],-43%,-7%,-13%,-9%,-1,-6%

Continuation:
Values in the order – HP1b chromo inh, ALOX12 inh, G9a inh, RGS4 inh, ERG Ets-DNA blk, JMJD2A Tudor, GLS inh, PI4K2A block, BAZ2B inh
CCN1C(=O)c2ccccc2S(=O)c2ccc(C(=O)N3CCN(C(=O)c4ccco4)CC3)cc21 (stereo not drawn)
    34%, 13%, 9%, -1%, -11%, -5%, -7%, 0, 10%
CCOC(=O)CNC(=O)c1cc2c(=O)n3cccc(C)c3nc2n1C
    25%, -29%, -30%[59 µM], 2%, 3%, -19%, -5%, 0, ?
O=C(CSc1nc2ccccc2nc1Cc1ccccc1)Nc1ccc2c(c1)OCO2
    17%[57 µM], -13%, 1%[59 µM], 21%, 0%, -12%, 3%, 0, 4%
O=C(c1ccc(-c2ccccc2)cc1)N1CCN(c2ccccc2)CC1
    32%, 1%, 6%, 3%, 2%, -11%, 0%, -1, -4%
Cc1ccc(-c2nc3ccccc3[nH]2)cc1NC(=O)COc1ccc(Cl)cc1Cl
    19%, 2%, 5%[59 µM], 33%, -1%, -1%, -2%, 0, -3%
Cc1c(C(=O)NC(=S)NCc2cccnc2)cccc1[N+](=O)[O-]
    1%, -10%, ·, 4%, 4%, -12%, 13%, 0, -6%
S=c1[nH]ncn1/N=C/c1cccs1
    32%, ?, 7.9µM*, 8%[56.9 µM], -2%, 4.5µM*, 7%, -7, -37%
C=CCOC(=O)C1=C(C)NC(SCC(=O)OCC)=C(C#N)C1c1ccc(O)c(OC)c1 (stereo not drawn)
    29%, ·, 32µM*, -12%, 3%, -15%, 8%, -3, 6%
COc1ccc(NC(=O)CSc2cccc3cccnc23)c(OC)c1
    34%[activator], -21%, 13%[59 µM], 3%, ?, -11%, 2%, 2, -27%
COc1ccc(CCCc2nnc(SCc3nc4ccccc4c(=O)[nH]3)n2C)cc1C
    0%, ?, -3%, 14%, 2%, -6%, 7%, 1, -13%
O=C(c1ccco1)N1CCN(S(=O)(=O)N2CCOCC2)CC1
    6%, 18%, -4%, 12%, ·, -12%, -1%, -2, 5%
CC1CCN(CCC(=O)N2CCCc3c2c(=O)oc2ccc(O)cc32)CC1
    29%, 0%, 22%[2.33 µM], 6%, 3%, -20%, 2%, -1, -1%
O=C1C=CC(=O)N1CCCCCCCCCCN1C(=O)C=CC1=O
    ?, 2µM*, ·, -134%, 6%, ?, -23%, 13, ·

In the list so far, 6 have a Cl atom.
Values in the order – HP1b chromo inh, ALOX12 inh, G9a inh, RGS4 inh, ERG Ets-DNA blk, JMJD2A Tudor, GLS inh, PI4K2A block, BAZ2B inh
COc1cccc(C(=O)Nc2ccc(NC(=O)c3ccco3)c(Cl)c2)c1
    24%, -13%, -6%[59 µM], -38%, -1%, -18%[57.1 µM], -12%, -13, -7%
O=C(NC1CCCC1)c1ccc(CS(=O)Cc2ccccc2Cl)o1 (stereo not drawn)
    57%[activator], 8%, ?, 1%, 5%, -1%, -10%, 9, 0%
Cc1nn(C(C)C(=O)N2CCN(c3ccc(Cl)cc3)CC2)c(=O)c2cc3occc3n12 (stereo not drawn)
    -11%, -21%, ?, 10%, 0%, ?, 9%, -2, ?
C/C(N)=C(/C#N)C(=O)CSc1nnc(SCc2ccc(Cl)cc2)s1
    27%&-4%, -55%&0%, 4%[12.7 µM], -9%, 15%&3%, -17%, -10%&-18%, -2&-10, -6%
Cn1c(=O)c2nc(Cl)c(-c3ccccc3)nc2n(C)c1=O
    26%, -4%, -9%[59 µM], -24%, ·, -12%, -5%, -3, 0%
Cc1ccc(-c2nc3ccccc3[nH]2)cc1NC(=O)COc1ccc(Cl)cc1Cl
    19%, 2%, 5%[59 µM], 33%, -1%, -1%, -2%, 0, -3%

Assay outcomes from PubChem.

Not all compounds are listed. The share of hits here may be higher or lower than overall.
